TrxR1 substrate: qHTS Assay for Substrates of Mammalian Selenoprotein Thioredoxin Reductase 1 (TrxR1): qHTS; Potency, µM (series often up to 114 µM), without a hit: at the highest dose activity change, negative = substrate turnover; AID 588456, 2011; actives 0.01% (n = 390,000); Thioredoxin reductase 1, cytoplasmic (Rattus norvegicus), O89049; purified TrxR1 substrate turnover, NADPH consumption readout; further: potency means the concentration at half of the fitted maximal effect; on the % scale 0 is the no-effect control and ±100 the full control effect; nearly all actives have a fitted effect of over 50% in size
Target sequence (O89049 whole entry, looked up): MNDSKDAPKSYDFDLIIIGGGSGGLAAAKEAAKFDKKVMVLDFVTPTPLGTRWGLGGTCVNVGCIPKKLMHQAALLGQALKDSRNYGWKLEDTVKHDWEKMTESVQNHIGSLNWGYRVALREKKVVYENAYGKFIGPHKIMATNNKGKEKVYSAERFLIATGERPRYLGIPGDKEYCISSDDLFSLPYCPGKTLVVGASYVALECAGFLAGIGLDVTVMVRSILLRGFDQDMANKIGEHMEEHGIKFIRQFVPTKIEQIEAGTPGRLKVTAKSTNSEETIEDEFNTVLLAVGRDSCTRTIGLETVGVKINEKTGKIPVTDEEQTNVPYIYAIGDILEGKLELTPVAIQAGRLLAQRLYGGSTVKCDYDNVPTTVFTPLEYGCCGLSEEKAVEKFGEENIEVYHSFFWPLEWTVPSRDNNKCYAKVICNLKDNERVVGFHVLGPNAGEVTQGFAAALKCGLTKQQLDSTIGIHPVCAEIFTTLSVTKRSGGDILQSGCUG
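Rat TrxR1, dispensed at 90 nM, was prereduced with 400 uM NADPH (final) for 5 min at ~22 deg C, then incubated with compound 15 min before 400 uM selenite. A first-read NADPH fluorescence drop versus no-compound background flagged substrates.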
HP1b chromo inh: HTS for Inhibitors of HP1-beta Chromodomain Interactions with Methylated Histone Tails | actives 0.56% (n = 390,000) | Potency, µM (series often up to 114 µM), inactives show at the top dose activity change, negative = inhibition, usual class: inhibitors | Chromobox protein homolog 1 (Homo sapiens), P83916 | AlphaScreen HP1-beta / biotin-H3K9me3 peptide binding; further: potency means the concentration at half of the fitted maximal effect; nearly all actives have a fitted effect of over 70% in size; inactives centre near 23
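Compound inhibition of the preformed complex between 50 nM HP1-beta and 50 nM biotinylated H3K9me3 peptide was read by AlphaScreen. Buffer was PBS pH 7.4 with 0.01% Tween-20. Incubations ran 30 min at room temperature, with 10 ug/mL donor/acceptor beads.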
PGK inhibitor: qHTS Assay to Find Inhibitors of Phosphoglycerate Kinase; actives 0.043% (n = 380,000); AID 602233, 2012; Potency, µM (doses to about 57.5 µM), for the others: top-dose activity change, negative = inhibition, actives largely listed as inhibitors; Phosphoglycerate kinase, glycosomal (Trypanosoma brucei brucei), P07378; PGK/GAPDH coupled, Kinase-Glo luminescence, 60 min; further: potency means the concentration at half of the fitted maximal effect; on the % scale 0 is the no-effect control and ±100 the full control effect; nearly all actives have a fitted effect of over 60% in size
Target sequence (P07378 whole entry, looked up): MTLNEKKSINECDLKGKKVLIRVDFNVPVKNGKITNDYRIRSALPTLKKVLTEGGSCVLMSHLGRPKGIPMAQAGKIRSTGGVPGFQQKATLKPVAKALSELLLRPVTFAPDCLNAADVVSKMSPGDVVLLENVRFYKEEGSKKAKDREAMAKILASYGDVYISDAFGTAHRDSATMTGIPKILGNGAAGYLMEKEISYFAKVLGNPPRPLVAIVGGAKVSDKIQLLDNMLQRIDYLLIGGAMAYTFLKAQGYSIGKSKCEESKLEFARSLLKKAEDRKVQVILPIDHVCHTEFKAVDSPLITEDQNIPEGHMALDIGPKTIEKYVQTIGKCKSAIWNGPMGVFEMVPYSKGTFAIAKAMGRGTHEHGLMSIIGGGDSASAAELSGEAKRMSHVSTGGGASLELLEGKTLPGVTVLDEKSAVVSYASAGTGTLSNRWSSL
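Luminescent ATP detection (Kinase-Glo Plus) follows a 60-minute room-temperature incubation, with wells lacking PGK as controls. Buffer: 100 mM TEA (pH 7.6), 5 mM MgCl2, 0.01% Tween-20. Coupling enzyme GAPDH (100 nM final) supplies unstable 1,3-BPG in-well.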
IDH1 R132H inh: qHTS for Inhibitors of mutant isocitrate dehydrogenase 1 (IDH1): qHTS; IDH1-R132H enzyme, NADPH consumption, diaphorase/resazurin fluorescence; AID 602179, 2012; Potency, µM (titrated, usually from 76.6 µM), for inactives: top-dose activity change, negative = inhibition, actives largely listed as inhibitors; actives 0.093% (n = 390,000); Isocitrate dehydrogenase [NADP] cytoplasmic (Homo sapiens), O75874; further: potency means the concentration at half of the fitted maximal effect; on the % scale 0 is the no-effect control and ±100 the full control effect; nearly all actives have a fitted effect of over 65% in size
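IDH1-R132H (0.5 ug/mL) preincubated 30 min with compound, then NADPH (0.016 mM) and alpha-KG (2 mM) added; 80 min at RT, pH 7.5. Remaining NADPH coupled via diaphorase/resazurin to fluorescence (540/590 nm); concentration-response curves normalized to no-enzyme control.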
Pin1 inh: qHTS Assay to Find Inhibitors of Pin1; Peptidyl-prolyl cis-trans isomerase NIMA-interacting 1 (Homo sapiens), Q13526; Pin1 FP peptide displacement, HiFluor488, 10 min; Potency, µM (series often up to 115 µM), for the others: at the highest dose activity, negative = inhibition, actives largely listed as inhibitors; actives 0.009% (n = 390,000); active means well fitted inhibition curve with a large enough effect in the polarisation, with a control signal flat, not every such curve was filed as active; inconclusive means small, poorly fitted or top-dose-only effect, or effect the other way, or a change in a side signal; inactive means no such curve, though single readings can be large or run the other way; the % refers to the polarisation; further: potency means the concentration at half of the fitted maximal effect; on the % scale 0 is the no-effect control and ±100 the full control effect
GLS inhibitor: qHTS for Inhibitors of Glutaminase (GLS); Glutaminase kidney isoform, mitochondrial (Homo sapiens), O94925; GLS enzymatic activity, qHTS titration; Potency, µM (highest dose often 45.5 µM), for inactives: top-dose activity change, negative = inhibition, actives largely listed as inhibitors; actives 0.21% (n = 410,000); AID 624170, 2012; further: potency means the concentration at half of the fitted maximal effect; on the % scale 0 is the no-effect control and ±100 the full control effect
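Enzyme dispensed in phosphate buffer (45 mM, pH 8.2, 0.02% Tween-20), compounds pinned in, then 1 mM L-glutamine solution and the glutamate oxidase–HRP–Amplex Red mix added; fluorescence read immediately and again after 30 min at room temperature.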
USP1-UAF1 inh: Inhibitors of USP1/UAF1: Primary Screen; Ubiquitin carboxyl-terminal hydrolase 1 (Homo sapiens), O94782; recombinant USP1/UAF1, Ub-Rhodamine cleavage fluorescence; Potency, µM (doses to about 57.1 µM), for inactives: top-dose activity change, negative = inhibition, hits mostly inhibitors; actives 0.23% (n = 390,000); AID 743255, 2014; further: potency means the concentration at half of the fitted maximal effect; on the % scale 0 is the no-effect control and ±100 the full control effect; nearly all actives have a fitted effect of over 60% in size; inactives centre near -12
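USP1/UAF1 complex at 1 nM was preincubated with compound for 15 min at room temperature, then Ub-Rho substrate (150nM final) was added. Fluorescence (480/540 nm) was read kinetically, 6 reads every 60 seconds.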
PI4K2A block: qHTS for small molecular inhibitors of PI4K2A; Phosphatidylinositol 4-kinase type 2-alpha (Homo sapiens), Q9BTU6; activity change, negative = inhibition, % at 76.9 µM; actives 0.13% (n = 420,000); purified PI4K2A, ADP-Glo luminescence, 1 h; active compounds read low; in the data active means activity change below about -50%; inconclusive means mostly about -30% to -49%;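 further: -100% = wells without enzyme as full effect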
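ADP-Glo luminescence measured ADP generated by PI4K2A enzyme (4 ug/mL before mixing) with 1.2 mM PI substrate (pre-mix) and 300 microM ATP (pre-mix). Tris pH7.5 buffer with MgCl2, Triton X-100; 1 h reaction at ambient temperature.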
TrxR1 inh: qHTS Assay for Inhibitors of Mammalian Selenoprotein Thioredoxin Reductase 1 (TrxR1): qHTS; AID 588453, 2011; Potency, µM (series often up to 114 µM), for inactives: at the highest dose activity change, negative = inhibition, hits mostly inhibitors; actives 1% (n = 390,000); recombinant rTrxR1, NADPH fluorescence consumption, selenite substrate; further: potency means the concentration at half of the fitted maximal effect; on the % scale 0 is the no-effect control and ±100 the full control effect; nearly all actives have a fitted effect of over 65% in size
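Rat TrxR1 (90 nM in the dispensed reagent) was pre-reduced with 400 uM NADPH for 5 min at room temperature, then incubated with compound for 15 min. After 400 uM selenite was added, NADPH fluorescence (Ex 340/Em 450 nm) was followed for 8 min.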
The depositor's hits bear a star; i = inactive; ? = inconclusive; nt = no result given; [ ] = another dose, or the depositor's remark. Unless noted, the call rests on the fitted dose curve; in most records, active means well fitted curve in the direction sought with a large enough effect; inconclusive means small, poorly fitted or top-dose-only effect, or another doubt; inactive means no such curve, though single readings can be large; an effect the other way counts as inactive or inconclusive.

canonical_smiles	TrxR1 substrate	HP1b chromo inh	PGK inhibitor	IDH1 R132H inh	Pin1 inh	GLS inhibitor	USP1-UAF1 inh	PI4K2A block	TrxR1 inh
Cc1ccc(C2/C(=C(/O)c3ccc4c(c3)CC(C)O4)C(=O)C(=O)N2CCCn2ccnc2)cc1 (configuration not stated)	2%	34%[activator]	-2%	-11%	6%	1%	-14%	-5	29%
Oc1cccc(/C=N/N(Cc2ccccc2)c2ccccc2)c1	-6%[57.1 µM]	-14%	0%	9%	13%	-7%	-12%	-1	17%[57.1 µM]
CCOC(=O)C1CCN(C(=O)COc2ccc(N(C)S(=O)(=O)c3ccc(C)cc3)cc2)CC1	1%	-23%	5%	6%	-3%	3%	-8%	0	-7%[57.1 µM]
Cc1ccc(N2CCN(C(=S)Nc3ccccc3C)CC2)cc1	3%	32%	7%	-5%	1%	-15%	-1%	5	8%
CCCN(C(=O)CSc1nnnn1C)C1CCS(=O)(=O)C1 (configuration not stated)	-4%	18%	i	4%	-6%	-9%	-8%	2	25%[57.1 µM]
COC(=O)c1sccc1S(=O)(=O)N1CCN(c2ccc(C)cc2C)CC1	2%[57.1 µM]	50%	-3%	19%	4%	-10%	?	7	16%[57.1 µM]
CCOC(=O)c1nnc(-c2ccccc2)nc1Sc1ccccc1Cl	11%[57.1 µM]	7%	i	3%	0%	7%	-17%	-4	-39%
CCN(CC)C(CNC(=O)CSc1nnnn1-c1ccc(C)c(C)c1)c1ccco1 (configuration not stated)	-3%	33%	8%	-16%	?	-11%	-1%	-6	-8%
CCC(=O)c1ccc(OCC(=O)N2CCN(c3ncccn3)CC2)cc1	7%	12%	-9%	0%	-4%	5%	-4%	-4	10%
COCC(C)n1c(C)cc(C(=O)CSc2ncccn2)c1C (configuration not stated)	9%	24%	-3%	-8%	-7%	7%	?	6	11%[57.1 µM]
COc1cc(/C=C2\SC(=S)N(CCC(=O)Nc3ccccn3)C2=O)cc(OC)c1OC	12%[57.1 µM]	-20%	4%	6%	?	-8%	?	4	19%[57.1 µM]
CCN(CC)c1ccc(C=Nc2ccc(C#N)cc2)c(O)c1	-15%	46%[activator]	0%	1%	4%	10%	5%	5	-7%[57.1 µM]
Cc1cccc(Cn2c(SCc3ccc(C(=O)NCc4ccccc4F)cc3)nc3cccnc32)c1	7%	22%	i	-12%	19%	13%	?	0	21%
CN1CCc2c(sc3c2C(=O)NC(c2cn(Cc4ccccc4)c4ccccc24)N3)C1 (configuration not stated)	25%	?	i	1%	?	?	-27%	1	-29%
O=C(Nc1ccc(Nc2ccccc2)cc1)Nc1ccccc1Cl	2%	?	i	9%	-1%	5%	-22%	8	25%
CC1CCN(S(=O)(=O)c2csc(C(N)=O)c2)CC1	-1%	-1%	i	-4%	5%	-13%	-5%	0	17%
CCCCNC(=S)NNC(=O)c1cc(-c2cccnc2)nc2ccccc12	-4%	20%	i	7%	-1%	21%	-17%	-3	-11%
CCN1CCCC1CNC(=O)c1ccc2c(c1)NC(=O)/C(=C\c1ccccc1Cl)S2 (configuration not stated)	nt	nt	-5%	-7%	nt	12%	-24%	-2	nt
COc1ccc2c(C)cc(N3CCN(Cc4ccccc4)CC3)nc2c1	2%	21%	-10%	32%[activator]	-2%	1%	-9%	3	22%
COc1ccc(-c2csc(NC(=O)CSc3nnnn3C)n2)cc1OC	-6%	32%	0%	3%	13%	5%	-22%	1	-11%
O=C(O)CCC(=O)N1CCc2cc(S(=O)(=O)NCc3ccc(Cl)cc3)ccc21	-6%	24%	-5%	-13%	-14%	0%	-9%	2	0%
O=C1CCCc2nc(N3CCN(Cc4ccccc4)CC3)ncc21	3%[57.1 µM]	25%	-5%	12%	-1%	11%	4%	1	2%[57.1 µM]
Cc1cc2cc3c(cc2nc1SCC(=O)N1CCCC1)OCCO3	8%[57.1 µM]	16%	14%	0%	0%	3%	-13%	1	18%[57.1 µM]
CCOC(=O)c1ccc(N2C(=O)c3n[nH]c(-c4ccco4)c3C2c2ccc(OC)cc2OC)cc1 (configuration not stated)	-9%	-6%	-8%	?	35%[activator]	-2%	-23%	-1	-3%
COc1ccccc1NC(=O)CSc1nnc(NC(=O)C2CCC2)s1	-13%	21%	-6%	-2%	0%	-13%	-7%	-2	21%[57.1 µM]
COc1ccc(CN2C(=O)/C(=C/c3ccncc3)SC2=S)cc1	-17%	?	i	?	35%[activator]	1%	-12%	17	-35%
COc1cccc(OCCn2ccnc2)c1	0%	24%	-3%	8%	-5%	-5%	-9%	-3	13%
Cc1ccc(S(=O)(=O)N2CCN(CC(=O)N/N=C/c3ccco3)CC2)cc1	-11%	20%	-11%	-2%	-2%	7%	1%	-1	-28%
CCOc1ccccc1NC(=O)c1cc2cc(C)ccc2n1C	3%	166%[activator]	-8%	16%	3%	-5%	-14%	1	21%
CN(C)S(=O)(=O)c1ccc(Cl)c(NC(=O)COC(=O)c2cc(-c3ccccc3)nc3ccccc23)c1	-15%[57.1 µM]	54%[activator]	i	2%	1%	-2%	-16%	1	18%[57.1 µM]
CCCc1cc(-c2n[nH]c(=S)n2CC)cs1	4%[57.1 µM]	-20%	-1%	-9%	4%	18%	-14%	4	6%[57.1 µM]
COc1cc(NC(=O)CCc2c(C)nn(-c3ccc(N4CCCCC4)nn3)c2C)cc(OC)c1OC	3%[57.1 µM]	30%	-6%	-7%	-4%	-2%	0%	4	18%[57.1 µM]
COC(=O)c1cc(S(=O)(=O)N2CCN(c3ccccc3F)CC2)c[nH]1	3%[57.1 µM]	57%[activator]	-3%	-9%	3%	-3%	-4%	10	17%[57.1 µM]
O=C(NCc1ccccn1)c1ccc(OC2CCN(Cc3ccccc3)CC2)cc1	-1%	0%	0%	12%	0%	1%	-15%	5	3%
CCCC(=O)Nc1cc(C(=O)NCc2ccc(OC)cc2)ccc1S(=O)(=O)c1ccc(Cl)cc1	-8%[57.1 µM]	32%	3%	0%	8%	-3%	-9%	1	10%[57.1 µM]
CCOc1ccc(CCNC(=O)Cn2nc(CC)n3c(cc4sccc43)c2=O)cc1	-2%	24%	-5%	0%	-4%	-14%	-22%	-3	-1%
CCOc1ccc(CCNC(=O)c2sc3nc4n(c(=O)c3c2C)CCC4)cc1	-5%	63%[activator]	-9%	3%	3%	3%	-24%	-2	-4%
Cc1noc(C)c1COc1ccc(C(=O)OCC(=O)Nc2ccc(S(N)(=O)=O)cc2)cc1	0%	41%[activator]	13%	-11%	-7%	6%	-21%	-2	-15%
O=C(O)CNC(=O)/C=C/c1c(Cl)cccc1Cl	-3%	59%[activator]	-5%	4%	-5%	-14%	-11%	-3	19%
CCC(Cc1ccccc1)NC(=O)CN1C(=O)CSc2ncccc21 (configuration not stated)	-3%	57%[activator]	-9%	9%	-2%	-10%	-23%	5	7%
Cc1ccc(C2(c3ccccc3)NC(=O)N(CC(=O)N3CC(=O)Nc4ccccc43)C2=O)cc1C (configuration not stated)	-2%	8%	-9%	0%	-1%	-1%	-16%	2	30%
CSc1ccccc1OCc1cc(C(=O)N2CCN(C3CCCC3)C(=O)C2)no1	0%	13%	i	9%	-2%	0%	-7%	5	10%
COc1cc(/C=C/C(=O)O)cc(S(=O)(=O)NCCCO)c1OC	19%	24%	-4%	3%	-1%	12%	1%	4	-9%
O=C(O)CC1(CC(=O)Nc2ccc(Cl)cc2C(=O)c2ccccc2)CCCC1	-1%	18%[57 µM]	i	-7%	-2%	9%	-20%	5	14%
CN1c2ccsc2/C(=N/NC(=O)c2c(F)cccc2F)CS1(=O)=O	-12%	29%	-7%	-7%	-1%	24%	-21%	4	-25%

From PubChem BioAssay

Not all compounds are listed (hit frequency here may not be typical).
